RSV CPE inhibition = RSV antiviral activity via CPE protection, HEp-2 cells, primary 10 µM value included (AID 2391). CPE inhibition, % at 10 µM, or IC50 in µM where a hit was titrated. hit rate 0.13% among 310,000. HEp-2 cells, RSV-induced CPE inhibition; higher % means a stronger effect; in the data active = a potency from the dose series; inconclusive = CPE inhibition mostly from about 23% at the one dose, without a potency; inactive = the rest, 99 in 100 with CPE inhibition below about 21%; also: strong numbers were not always called active
PMI inhibitors = inhibitors of human PMI, primary screen, biochemical, fluorescence intensity, coupled assay (AID 1209); one-dose inhibition, % at 20 µM; IC50 in µM for titrated hits; Mannose-6-phosphate isomerase (Homo sapiens); purified PMI enzyme, coupled fluorescence intensity; higher % means a stronger effect; hit rate 0.42% among 190,000;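 also: plate controls were DMSO vehicle for no effect and wells lacking substrate for full effect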
Myeloid diff 2 = induction of myeloid progenitor differentiation, primary screen, cell-based, flow cytometry, MLPCN library | calls only at 10 µM | ER-HoxA9 myeloid progenitors, lysozyme-GFP differentiation | hit rate 1% among 360,000;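 active = normalized GFP-positive differentiation at or above the plate's own cutoff, the solvent-only control mean plus 3 SD; inconclusive = no clear call, values can overlap the other calls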;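 also: cells exposed to compound for four days before flow analysis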
PMI inhibition = human PMI inhibitors, high substrate, primary screen, biochemical, fluorescence intensity, high mannose 6-phosphate (AID 1220); inhibition, % at 20 µM, or IC50 in µM where a hit was titrated; hit rate 0.66% among 190,000; recombinant PMI enzyme, coupled fluorescence intensity; higher % means a stronger effect; Mannose-6-phosphate isomerase (Homo sapiens)
TNAP activation fold = human TNAP enzyme activators, primary screen, biochemical, luminescent, no phosphate acceptor, uHTS (AID 1001). Alkaline phosphatase, tissue-nonspecific isozyme (Homo sapiens). purified TNAP, luminescent activation assay, no phosphate acceptor; higher activation fold means a stronger effect. one-dose activation fold at 20 µM; EC50 in µM for titrated hits. hit rate 0.03% among 200,000; in the data active = activation fold from about 3, or a potency from the dose series; inactive = the rest, 99 in 100 with activation fold below about 1.6; also: many of its hits are not listed in these tables
WT yeast gro inh = growth inhibition of WT strain, primary screen, mitochondrial fusion inhibitor project, WT and mutant strains, chemical genetic. mitochondrial fusion phenotypic screen. inhibition, % at 10 µM. hit rate 2.1% among 190,000; in the data active = inhibition above about 58%; tested in S. cerevisiae
Salmonella PhoP GFP = inhibitors of PhoP regulon expression, primary screen, Salmonella Typhimurium, GFP reporter (AID 1863); hit rate 0.16% among 300,000; inhibition, % at 50 µM, or IC50 in µM where a hit was titrated; S. Typhimurium PhoP-regulated promoter GFP reporter, 4 h; higher % means a stronger effect;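 active = inhibition over 29.93%, a cutoff 3 SD above the screen mean, later confirmed by dose response; inconclusive = inhibition over 29.93% but no dose response follow-up; inactive = inhibition at most 29.93% or unconfirmed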;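 also: 0% = low Mg2+ inducing control and 100% = high Mg2+ repressing control; strong numbers were not always called active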
XIAP displacement = XIAP antagonists, biochemical, IAP family, fluorescence polarization (AID 1018) | E3 ubiquitin-protein ligase XIAP (Homo sapiens) | XIAP BIR domain, fluorescence polarization peptide displacement; higher % means a stronger effect | displacement, % at 20 µM; hits with a dose series show IC50 in µM | hit rate 0.007% among 200,000; in the data active = displacement above about 50%; also: a part of the inactive calls stands beside numbers as strong as those of hits
SIAH1 antagonists = Siah-1 peptide-binding antagonists, primary screen, biochemical, fluorescence polarization, rhodamine-plectin, uHTS (AID 1817); E3 ubiquitin-protein ligase SIAH1 (Homo sapiens); hit rate 0.02% among 290,000; one-dose displacement, % at 20 µM; IC50 in µM for titrated hits; Siah-1 / rhodamine-plectin peptide fluorescence polarization; higher % means a stronger effect;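 active = displacement of at least 50% at 20 µM, with a fluorescence ratio check between 0.3 and a set limit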;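 also: plate controls were Siah plus tracer with DMSO for no effect and tracer alone without Siah for full effect; strong numbers were not always called active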
WT yeast gro inh mutant strain = also measured in WT yeast gro inh; calls as there; inhibition, %; mitochondrial fusion phenotypic screen, mutant strain inhibition
Myeloid diff 2 GFP+ MAC1+ % = second read-out of Myeloid diff 2, no call of its own (marks repeat the call); GFP+ MAC1+ double positive, %; measured here: differentiation confirmed by MAC1 staining
The depositor's hits bear a star; i = inactive; ? = inconclusive; . = no result given; & = joins results of further samples. Rule as the data show it, unless noted: active = inhibition above about 50%; inactive = the rest.

Results follow in this order: PMI inhibitors | Myeloid diff 2 | Salmonella PhoP GFP | Myeloid diff 2 GFP+ MAC1+ % | WT yeast gro inh mutant strain | TNAP activation fold | SIAH1 antagonists | RSV CPE inhibition | XIAP displacement | PMI inhibition | WT yeast gro inh
1. Nc1ccccc1SCC(O)Cn1ccc2ccccc21 (stereo unspecified)
    . | i | -3% | 0.3 | . | . | -1% | -0.4% | . | . | .
2. COc1ccc([N+](=O)[O-])cc1/C=N/NC(=O)/C(=C\c1cccs1)NC(=O)c1ccccc1
    -4% | i | -3% | 1.8 | -4 | 0.9 | -2% | 3.3% | -4.4% | 5% | 12
3. O=C(CN1CCOC1=O)N1CCCC(Nc2ccc(F)c(F)c2)C1 (stereo unspecified)
    . | i | -8% | 3.1 | . | . | 2% | 4.6% | . | . | .
4. Cc1ccc(S(=O)(=O)Nc2nc3ccccc3nc2NCC2CCCO2)c(C)c1 (stereo unspecified)
    . | i | -6% | 0.5 | . | . | -5% | 1.1% | . | . | .
5. CC(C(=O)NCC1CCCCC1)N1CCN(S(=O)(=O)/C=C/c2ccccc2)CC1 (stereo unspecified)
    14% | i | 9% | 0.1 | -2 | 1.2 | 2% | 1.5% | -2.2% | 2% | 9
6. COc1cc(/C=N/NC(=O)c2ccc(Cn3cc([N+](=O)[O-])cn3)o2)cc(Br)c1O
    1% | i | -4% | 0.0 | -3 | 1.1 | -7% | -0.5% | -0.4% | 2% | -13
7. Cc1ccc(NC(=O)COC(=O)C2CC2)c(Br)c1
    -7% | i | -5% | 1.4 | 20 | 1.1 | 2% | -0.1% | 1.1% | -9% | 12
8. COc1ccc(C)cc1S(=O)(=O)NCCC1=CCCCC1
    7% | i | 2% | 11 | -14 | 1 | 2% | . | -0.6% | 1% | 5
9. C/C(N)=C(/C#N)C(=O)CSc1nc(C2CCCCC2)n(-c2ccccc2)n1
    -8% | i | 6% | 0.7&0.6 | -3 | 0.9 | -3% | 2.8% | -2.8% | -7% | 0
10. Cc1nnc(SCCn2c(N3CC(C)CC(C)C3)nc3c2c(=O)[nH]c(=O)n3C)s1 (stereo unspecified)
    14% | i | -2% | 2.9 | -16 | 1 | -1% | -0.6% | -4.4% | 8% | -14

6 compounds from above, ordered by SMILES length, high to low.
Results follow in this order: PMI inhibitors | Myeloid diff 2 | Salmonella PhoP GFP | Myeloid diff 2 GFP+ MAC1+ % | WT yeast gro inh mutant strain | TNAP activation fold | SIAH1 antagonists | RSV CPE inhibition | XIAP displacement | PMI inhibition | WT yeast gro inh
6. COc1cc(/C=N/NC(=O)c2ccc(Cn3cc([N+](=O)[O-])cn3)o2)cc(Br)c1O
    1% | i | -4% | 0.0 | -3 | 1.1 | -7% | -0.5% | -0.4% | 2% | -13
5. CC(C(=O)NCC1CCCCC1)N1CCN(S(=O)(=O)/C=C/c2ccccc2)CC1 (stereo unspecified)
    14% | i | 9% | 0.1 | -2 | 1.2 | 2% | 1.5% | -2.2% | 2% | 9
9. C/C(N)=C(/C#N)C(=O)CSc1nc(C2CCCCC2)n(-c2ccccc2)n1
    -8% | i | 6% | 0.7&0.6 | -3 | 0.9 | -3% | 2.8% | -2.8% | -7% | 0
4. Cc1ccc(S(=O)(=O)Nc2nc3ccccc3nc2NCC2CCCO2)c(C)c1 (stereo unspecified)
    . | i | -6% | 0.5 | . | . | -5% | 1.1% | . | . | .
3. O=C(CN1CCOC1=O)N1CCCC(Nc2ccc(F)c(F)c2)C1 (stereo unspecified)
    . | i | -8% | 3.1 | . | . | 2% | 4.6% | . | . | .
1. Nc1ccccc1SCC(O)Cn1ccc2ccccc21 (stereo unspecified)
    . | i | -3% | 0.3 | . | . | -1% | -0.4% | . | . | .

More results:
Results follow in this order: PMI inhibitors | Myeloid diff 2 | Salmonella PhoP GFP | Myeloid diff 2 GFP+ MAC1+ % | WT yeast gro inh mutant strain | TNAP activation fold | SIAH1 antagonists | RSV CPE inhibition | XIAP displacement | PMI inhibition | WT yeast gro inh
11. Cc1cccc(C)c1N1CCN(C(=O)N2CCOCC2)CC1
    -57% | i | -4% | 0.8 | -8 | 1 | 1% | 9.0% | -4.3% | -83% | -11
12. Cc1ccc2c(c1)C(CCN)C(=O)N2Cc1ccccc1 (stereo unspecified)
    -4% | i | -2% | 1.5 | 7 | 1.1 | -7% | -0.1% | -1.8% | -33% | -5
13. Cc1sc2ncnc(NCC(O)c3ccccc3)c2c1C (stereo unspecified)
    . | i | 0% | 1.1 | . | . | 10% | 0.6% | . | . | .
14. Cc1cc(NC(=O)c2ccc(S(=O)(=O)N3CCc4ccccc43)cc2)no1
    -9% | i | -15% | 0.6 | 5 | 0.9 | 13% | 12% | -6.8% | 2% | 5
15. CCOc1cccc(-c2c(C(=O)N/N=C/c3ccc(Br)cc3)nnn2-c2nonc2N)c1
    . | i | -9% | 5.2 | . | . | 1% | 22% | . | . | .
16. Fc1cccc(NC(=S)Nc2ccc(Br)cc2)c1
    2% | i | -5% | 0.5 | 3 | 1 | 1% | 3.8% | -24% | -5% | -9
17. NC(=O)c1ccc(OCC(F)(F)C(F)(F)C(F)(F)C(F)(F)C(F)(F)C(F)F)cc1
    2% | i | -4% | 7.9 | 36 | 1 | 3% | 2.7% | 0.4% | 9% | 36
18. CCC1=NN2C(=N)/C(=C\c3cccn3-c3ccc(Br)cc3)C(=O)N=C2S1
    -14% | i | 5% | 0.5 | 12 | 1 | 18% | . | -17% | -8% | 23
19. CC1(C)SC(=S)N(/N=C/c2cccnc2)C1N(O)C(=O)NC1CCCCC1 (stereo unspecified)
    . | i | -12% | 0.1 | . | . | 8% | 0.5% | . | . | .
20. COc1ccc(/C=C2/CCc3ccccc3C2=O)cc1CN1CCOCC1
    20% | ? | -1% | . | -14 | 1.1 | 2% | 1.9% | -1.7% | 43% | -5

Screens as filed in PubChem BioAssay.
